# TEAD-YAP block = TEAD-YAP interaction inhibition, primary screen, TEAD-YAP interaction inhibitor project, luminescence, HEK-TIYL cells; TEAD-Gal4/YAP UAS-luciferase luminescence; inhibition, % at 9.12 µM; 640,000 compounds, 1.4% hits; in the data active means inhibition above about 32%;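 further: 0% = median of test compound wells and 100% = reference inhibitor wells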
# GPR151 ag = activators of human GPR151, primary screen, cell-based, PathHunter beta-arrestin, luminescence; G-protein coupled receptor 151 (Homo sapiens), Q8TDV0; PathHunter beta-arrestin GPR151 cells; activation, % at 11.2 µM; 650,000 compounds, 1% hits; in the data active means activation above about 4.9%;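 further: 0% = median of compound wells and 100% = cells with positive control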
# Target sequence (Q8TDV0 whole entry, looked up): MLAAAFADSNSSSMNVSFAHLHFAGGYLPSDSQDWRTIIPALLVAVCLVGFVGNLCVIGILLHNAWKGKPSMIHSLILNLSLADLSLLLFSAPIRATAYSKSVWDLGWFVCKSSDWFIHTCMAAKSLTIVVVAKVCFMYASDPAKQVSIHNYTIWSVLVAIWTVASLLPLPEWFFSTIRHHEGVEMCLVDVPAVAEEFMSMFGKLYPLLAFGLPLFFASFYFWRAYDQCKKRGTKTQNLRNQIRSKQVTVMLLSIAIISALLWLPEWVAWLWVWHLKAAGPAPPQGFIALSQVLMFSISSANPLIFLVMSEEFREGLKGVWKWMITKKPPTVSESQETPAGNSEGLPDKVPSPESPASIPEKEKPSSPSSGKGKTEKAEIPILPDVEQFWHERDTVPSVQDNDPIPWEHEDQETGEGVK
# MITF primary = MITF inhibitors, primary screen, biochemical, AlphaScreen, human. inhibition, % at 2.6 µM. AID 1259374, 2018. Microphthalmia-associated transcription factor (Homo sapiens), O75030. AlphaScreen MITF homodimerization, bead proximity signal. 650,000 compounds, 0.91% hits; in the data active means inhibition above about 50%;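 further: 0% = vehicle wells with protein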
# Target sequence (O75030 whole entry, looked up): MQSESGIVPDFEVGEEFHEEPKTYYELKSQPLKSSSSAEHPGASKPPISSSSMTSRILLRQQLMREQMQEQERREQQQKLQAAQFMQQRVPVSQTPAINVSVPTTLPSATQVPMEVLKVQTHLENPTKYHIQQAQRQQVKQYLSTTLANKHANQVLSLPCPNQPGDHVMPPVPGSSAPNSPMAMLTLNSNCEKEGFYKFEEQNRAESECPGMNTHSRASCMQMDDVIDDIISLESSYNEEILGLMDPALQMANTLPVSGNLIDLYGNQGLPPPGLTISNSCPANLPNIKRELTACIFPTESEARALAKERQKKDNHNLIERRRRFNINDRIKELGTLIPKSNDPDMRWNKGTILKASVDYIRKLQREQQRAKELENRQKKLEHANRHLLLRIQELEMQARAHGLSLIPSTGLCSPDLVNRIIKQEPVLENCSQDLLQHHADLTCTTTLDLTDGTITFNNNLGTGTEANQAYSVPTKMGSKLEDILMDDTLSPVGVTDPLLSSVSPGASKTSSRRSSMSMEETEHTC
# FBW7 act = FBW7 E3 ligase activators, primary screen, biochemical, AlphaScreen, human; F-box/WD repeat-containing protein 7 (Homo sapiens), Q969H0; AlphaScreen FBW7–phospho-cyclin E peptide binding, activator screen; normalized activity (activation), % at 26.1 µM; 650,000 compounds, 0.13% hits; AID 1259310, 2017; in the data active means normalized activity above about 1.9%;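 further: purified mutant Fbw7 with reduced substrate affinity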
# The depositor's hits bear a star; · = not tested or not shown. Compounds as they come. About 3.5% of those tested had a hit in this group.
mol,TEAD-YAP block,GPR151 ag,MITF primary,FBW7 act
COc1ccc(/C=C\C(=O)Nc2c3c(nn2-c2ccc(Cl)cc2)CSC3)cc1OC,2.3,-2.2,1.2,-0.2
Cc1cnc(Cl)nc1NC1CCN(Cc2ccccc2)CC1,11.5,-0.6,-1.3,0.2
CC(=O)N1N=C(c2c(-c3ccccc3)c3cc(Br)ccc3[nH]c2=O)CC1c1nc2ccccc2[nH]1 (stereo not given),19.0,0.9,0.1,0.2
COc1ccc2nc(SCC(=O)Nc3cccc(S(N)(=O)=O)c3)[nH]c2c1,3.0,-1.1,2.0,-0.1
COc1cc2[nH]c(=O)n(CCC(=O)N3CCC(N4CCCCC4)CC3)c(=O)c2cc1OC,-2.0,4.9,15.8,0.0
CCOC(=O)CCC(NC(=O)c1cncc(O)c1)C(=O)OCC (stereo not given),5.0,-0.9,-11.0,-0.1
Cc1ccc(-c2noc(C3CCCN(S(=O)(=O)c4ccc5c(c4)OCCO5)C3)n2)cc1 (stereo not given),-11.9,0.2,-1.6,0.2
COC(=O)CCNc1nc([N+](=O)[O-])nn1C,-1.8,1.1,-4.0,-0.1
CCc1nnc(NC(=O)NC(C)(C)C)s1,-11.2,0.0,5.8,0.1
CCCc1nnc(SCc2ccc(C(=O)OC)o2)n1N,-2.6,0.6,2.6,0.4
CC1CCOC2(CCCCC2)O1 (stereo not given),-1.9,1.1,-4.3,0.0
CC(=O)N1CCSc2cc(S(=O)(=O)NCCc3ccc(C)cc3)ccc21,7.4,-1.2,30.0,0.0
Cc1nnsc1C(=O)N/N=C/c1cccn1C,9.1,-1.7,8.8,0.0
CCOC(=O)c1c(NC(=O)CNC(C)(C)C)sc2c1CCC(C)C2 (stereo not given),7.5,0.3,1.0,-0.1
O=C1COc2cc(S(=O)(=O)N3CCN(C4CCCCC4)CC3)ccc2N1,1.9,0.9,8.9,0.2
CN(C)C(=O)CSc1nnc(SCCC(=O)O)s1,7.3,0.4,-5.0,-0.2
CCC(OC(=O)c1cc(C)nc2ccccc12)C(=O)Nc1ccc([N+](=O)[O-])cc1 (stereo not given),6.0,-1.9,7.1,0.5
Cc1sc2ncnc(N(C)CCc3ccccn3)c2c1C,1.9,0.1,73.0*,-0.2
Cc1nc(N)n2c(SCC(=O)Nc3ccccc3)nnc2c1Cc1ccccc1,-0.2,1.2,3.8,0.0
O=C1NC2(CCN(CCN3CCOCC3)CC2)Nc2ccccc21,4.6,-0.6,-10.8,-0.1
Cc1ccc(C2=NN(CC(=O)NCCN3CCOCC3)C(=O)CC2)cc1,-2.1,-0.9,-1.0,0.0
CC(C)Nc1cccnc1N1CCN(C(=O)c2cc3cc(NS(C)(=O)=O)ccc3[nH]2)CC1,10.1,0.2,7.4,0.1
COc1cc(Nc2nc(Nc3cc(OC)c(OC)c(OC)c3)c3ncn(-c4ccccc4)c3n2)cc(OC)c1OC,8.1,0.1,2.5,0.0
O=C(CN1C(=O)CCSc2ccccc21)Nc1cccc(F)c1,1.7,0.0,-13.3,0.0
COc1ccc(/C=C2/C(=O)N(c3ccccc3)N=C2C)c(OC)c1,-1.9,-0.5,9.1,-0.3
COC(=O)C1=C(N)N(c2ccc(Cl)cc2)C2=C(C(=O)CCC2)C1c1ccc(OC)cc1 (stereo not given),5.7,-0.1,2.4,-0.1
COc1cccc(NC(=S)NC(=O)c2cccc(F)c2)c1,-80.7,1.0,-3.6,0.1
CC1=CC(C)(C)N(S(=O)(=O)c2ccc(C)cc2)c2ccc(Cl)cc21,27.3,-0.1,-5.7,0.0
O=c1nc(SCc2ccc(Cl)cc2Cl)c2c([nH]1)CCC2,11.5,-0.7,5.1,-0.1
Cn1c(=O)[nH]c(=O)c2c1nc(CN(Cc1ccccc1)Cc1ccccc1)n2CCc1ccccc1,4.4,0.8,8.6,0.9
CCOC(=O)c1ccc(-n2c(C)c(C)n3c4c(=O)n(CC(C)=O)c(=O)n(C)c4nc23)cc1,1.8,1.3,16.4,0.1
O=C1NC(=S)S/C1=C/C=C/c1ccc([N+](=O)[O-])cc1,-2.2,-0.4,6.5,-0.1
CC1Cc2ccccc2N1C(=O)CNCCN(C)C (stereo not given),-6.7,-0.3,-3.1,-0.2
O=C(O)CNC(=O)c1ccc(O)c([N+](=O)[O-])c1,1.9,2.3,3.5,0.1
O=C(O)CCCC(=O)c1c[nH]c2ccccc12,-2.5,0.7,1.2,0.0
C=CCNC(=O)C(=O)NC1CCC(C(C)(C)CC)CC1 (stereo not given),2.5,-1.6,10.4,0.2
COC(=O)C1=C(C)N=c2s/c(=C\c3cccc(Br)c3)c(=O)n2C1c1ccc(OC)cc1 (stereo not given),-9.8,0.4,-6.7,-0.1
COc1ccc(CCNC(=O)CN2CCC(n3nnc4cc(F)ccc43)CC2)cc1OC,-12.7,0.0,-17.6,-0.2
COC(=O)CCCC(=O)N1CCOCCOCCN(C(=O)CCCC(=O)OC)CCOCCOCC1,7.9,0.3,27.3,0.2
Cc1ccc(SCc2nnc(NC(=O)c3cccc([N+](=O)[O-])c3)s2)cc1,3.9,-0.9,13.7,0.0
O=C(OCc1csc(-c2ccccc2)n1)c1cc(=O)c2ccccc2o1,6.0,-1.5,8.0,-0.1
O=C1c2cccc3cccc(c23)C(=O)N1CCN1CCN(S(=O)(=O)c2ccc(Cl)cc2)CC1,1.9,0.1,20.9,0.2
CC1=C(C(=O)Nc2cccc(C(F)(F)F)c2)C(c2ccc(N(C)C)cc2)C2=C(CCCC2=O)N1 (stereo not given),-14.9,-0.7,-9.9,-0.2
CCN(CC)c1ccc(S(=O)(=O)Nc2ccc(Cl)cc2Cl)cc1N,-1.3,1.8,5.2,-0.1
COC1OC(COC(c2ccccc2)(c2ccccc2)c2ccccc2)C(OC(C)=O)C(OC(C)=O)C1OC(C)=O (stereo not given),-10.1,0.4,0.6,-0.1
CCCCCCCCCCCCC/C=C/[C@@H](O)[C@@H](N)CO,·,-2.0,-17.6,0.0
Cc1ccc(NC(=O)c2sc3nc(C)n(C)c(=O)c3c2C)cc1F,-1.1,-0.9,-13.2,0.1
Cn1c2c(c(=O)n(C)c1=O)C(c1ccc(OCc3ccccc3)cc1)C1=C(CCCC1=O)N2 (stereo not given),1.1,-0.3,5.6,-0.1
CC(=O)c1cccc(OCCN2CCN(C)CC2)c1,-8.1,-0.1,57.0*,-0.1
Cc1c(C(=O)Nc2ccc(Oc3ccccc3)cc2)sc2ncn(CC(=O)N3CCOCC3)c(=O)c12,-5.5,-0.7,5.6,0.3

# The list goes on.
mol,TEAD-YAP block,GPR151 ag,MITF primary,FBW7 act
COc1cccc(OC)c1OCCCCNC(C)(C)C,-1.9,-0.9,24.7,-0.2
CCCCOC(=O)c1ccc(NC(=O)C2CC(C)=C(C)CC2C(=O)O)cc1 (stereo not given),-8.4,0.0,13.9,1.2
COC(=O)NC(NC(=O)c1ccccc1)C(Cl)(Cl)Cl (stereo not given),-1.8,2.9,-13.8,-0.1
CC[n+]1c(/C=C2\Sc3ccc(-c4ccccc4)cc3N2CCO)ccc2ccccc21,90.7*,22.4*,10.8,-1.4
COC(=O)C1=CN(C23CC4CC(CC(C4)C2)C3)C=C(C(=O)OC)C1c1cccc(OC)c1,1.9,-2.1,-8.9,0.6
CCn1ccnc1CN(C)C(=O)CCc1nnc(CCC2CCCCC2)o1,-13.4,0.1,-6.7,0.0
COc1ccc(C(O)CN2C3=NCCCN3c3ccccc32)cc1 (stereo not given),-2.2,5.1*,-17.7,-0.1
Cc1nc(NCCN(C)C)cc(-c2ccc(F)cc2)n1,-4.7,-1.1,3.8,0.1
CC(=O)Nc1ccc(S(=O)(=O)N2CCN(c3cccc(Cl)c3)CC2)cc1,5.8,0.4,-3.6,0.1
C=CCNC(=S)NC(=O)c1c(-c2c(F)cccc2Cl)noc1C,3.6,0.7,12.4,-0.1
COc1cccc(OC)c1C(=O)Nc1nc2ccccc2s1,-0.5,-0.7,-10.6,-0.1
CCn1c2ccccc2c2cc(NC(=O)Cc3ccc(OC)cc3)ccc21,-0.6,1.2,-9.3,0.0
O=C(CCCCn1c(=O)[nH]c2ccsc2c1=O)NCc1ccccc1Cl,-0.4,-0.2,2.0,-0.1
CN(C)N1C(N)=C(C#N)C(c2ccc(C(F)(F)F)cc2)C2=C1CC(C)(C)CC2=O (stereo not given),5.2,0.6,9.4,0.0
CCN(C(=O)c1ccc(NC(C)=O)cc1)c1ccccc1C,0.5,1.8,-1.7,0.0
COC(=O)CCCNC(=S)Nc1ccc(OC(F)F)cc1,-10.2,-0.6,5.8,-0.1
C=CCOC(=O)c1[nH]c2c(c1C)C(=O)CC(c1ccccc1)C2 (stereo not given),42.7*,1.6,15.4,0.1
COc1cc(OC)c(C(=O)OCc2nnc(-c3ccccc3)o2)cc1OC,-8.1,-0.9,-8.0,-0.1
Cn1c(Nc2nccc(N)n2)nc2ccccc21,4.7,0.9,3.1,0.1
CC(NC(=O)CN(C)S(=O)(=O)c1cccs1)c1ccccc1 (stereo not given),-5.2,-0.9,-11.7,0.0
COc1cccc(C(=O)Nc2c3c(nn2-c2cccc(C)c2C)CS(=O)C3)c1OC (stereo not given),7.4,-0.6,7.3,0.2
CC(C)c1ccc(C2Oc3ccccc3C3CC(c4ccc(Cl)cc4)=NN32)cc1 (stereo not given),-33.3,1.1,0.3,0.0
Nc1nn(-c2ccccc2)c2ccc([N+](=O)[O-])cc12,-24.4,-8.1,10.1,-0.1
CC(C)COC(=O)NCC12C=CC(O1)C1C(=O)N(Cc3ccccc3)C(=O)C12 (stereo not given),3.2,-0.2,-22.3,0.0
Cc1ccc(S(=O)(=O)Nc2c(C)cc(O)c(S(=O)(=O)c3ccccc3)c2C)cc1,6.6,2.0,19.6,0.3

# Compound profiles, as listed above. Order of values: TEAD-YAP block	GPR151 ag	MITF primary	FBW7 act
# COc1cccc(OC)c1OCCCCNC(C)(C)C across the screens: -1.9	-0.9	24.7	-0.2
# CCn1ccnc1CN(C)C(=O)CCc1nnc(CCC2CCCCC2)o1 across the screens: -13.4	0.1	-6.7	0.0
# CC(=O)Nc1ccc(S(=O)(=O)N2CCN(c3cccc(Cl)c3)CC2)cc1 across the screens: 5.8	0.4	-3.6	0.1

# Later entries:
# Below each compound: TEAD-YAP block	GPR151 ag	MITF primary	FBW7 act
- COc1cc(C2C(C#N)=C(N)Oc3n[nH]c(-c4cccnc4)c32)ccc1OCC(N)=O (stereo not given)
→ -6.0	-0.8	6.3	0.0
- CCOc1ccc(NC(=O)C(=O)NCCN2CCN(S(=O)(=O)c3ccc4ccccc4c3)CC2)cc1
→ 8.9	3.5	-12.6	0.0
- Nc1ncnc2c1ncn2[C@@H]1O[C@H](C(=O)NC2CC2)[C@H](O)C1O (stereo not given in full)
→ -56.3	1.8	26.0	0.1
- COc1cc2c(cc1OC)C1=NNC(=O)C1=NC(C)(C)C2
→ 28.7	-0.9	11.4	-1.7
- Nc1cccc(-c2nc(NCCc3ccc(O)cc3)c3ncn(Cc4ccc(C(F)(F)F)cc4)c3n2)c1
→ 2.3	-0.2	12.3	0.2
- CC1CCN(c2oc(-c3ccc(COc4ccccc4)o3)nc2C#N)CC1
→ 10.3	0.1	11.0	-0.5
- O=C(O)CCC(=O)NNC(=O)CSc1nc2ccccc2[nH]1
→ 7.9	-0.3	4.2	-1.0
- COc1ccc(-c2nnnn2-c2cc(C)ccn2)cc1[N+](=O)[O-]
→ 4.8	0.7	-2.4	0.0
- O=C(Nc1ccc2c3c(cccc13)CC2)c1ccc(-c2ccc(Cl)cc2)o1
→ -6.0	5.1*	13.9	0.1
- COc1ccc(-c2nnc3n2-c2ccccc2SC3)cc1OC
→ 0.3	-0.3	-2.2	-0.2
- C[C@H](Nc1ccc(C(F)(F)F)cc1[N+](=O)[O-])C(=O)OCC(=O)NC(=O)NC(C)(C)C
→ 5.3	0.3	6.3	0.0
- Cc1ccc(/C=C(\NC(=O)c2ccccc2)C(=O)NCc2ccc(Cl)cc2)o1
→ -1.0	1.6	15.8	0.3
- CCCCC(=O)N1CCN(c2nc3c(C)c(C)ccc3s2)CC1
→ -2.9	0.9	3.9	0.4
- COc1cc(NC(=O)c2ccnc(-c3ccc(N4CCN(C)CC4)cc3)c2)cc(OC)c1OC
→ -26.9	0.8	13.7	-0.1
- Cc1sc2nc(C)n(C3CCN(CC(N)=O)CC3)c(=O)c2c1C
→ -1.6	0.8	12.0	0.0
- O=S(=O)(Cc1ccccc1Cl)NCC1CCCO1 (stereo not given)
→ -0.5	3.7	-10.1	0.0
- Cc1ccc(S(=O)(=O)NCCCN2CCOCC2)c(C)c1C
→ -4.0	0.0	4.7	0.0

# Screening data (PubChem)
